Cav3 T inh = Cav3.2 calcium influx blockers – cell-based, Fluo-4 calcium fluorescence, FDSS, MLSMR library, primary screen; Cav3.2-expressing cells; hits give low values; AID 449739, 2010; B-score at 10 µM; Voltage-dependent T-type calcium channel subunit alpha-1H (Homo sapiens), O95180; 4% of 100,000 active;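 active = single-dose well whose peak fluorescence ratio is a statistical outlier from its plate by either plate-standardised score or position-corrected B-score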
Target sequence (O95180 whole entry, looked up): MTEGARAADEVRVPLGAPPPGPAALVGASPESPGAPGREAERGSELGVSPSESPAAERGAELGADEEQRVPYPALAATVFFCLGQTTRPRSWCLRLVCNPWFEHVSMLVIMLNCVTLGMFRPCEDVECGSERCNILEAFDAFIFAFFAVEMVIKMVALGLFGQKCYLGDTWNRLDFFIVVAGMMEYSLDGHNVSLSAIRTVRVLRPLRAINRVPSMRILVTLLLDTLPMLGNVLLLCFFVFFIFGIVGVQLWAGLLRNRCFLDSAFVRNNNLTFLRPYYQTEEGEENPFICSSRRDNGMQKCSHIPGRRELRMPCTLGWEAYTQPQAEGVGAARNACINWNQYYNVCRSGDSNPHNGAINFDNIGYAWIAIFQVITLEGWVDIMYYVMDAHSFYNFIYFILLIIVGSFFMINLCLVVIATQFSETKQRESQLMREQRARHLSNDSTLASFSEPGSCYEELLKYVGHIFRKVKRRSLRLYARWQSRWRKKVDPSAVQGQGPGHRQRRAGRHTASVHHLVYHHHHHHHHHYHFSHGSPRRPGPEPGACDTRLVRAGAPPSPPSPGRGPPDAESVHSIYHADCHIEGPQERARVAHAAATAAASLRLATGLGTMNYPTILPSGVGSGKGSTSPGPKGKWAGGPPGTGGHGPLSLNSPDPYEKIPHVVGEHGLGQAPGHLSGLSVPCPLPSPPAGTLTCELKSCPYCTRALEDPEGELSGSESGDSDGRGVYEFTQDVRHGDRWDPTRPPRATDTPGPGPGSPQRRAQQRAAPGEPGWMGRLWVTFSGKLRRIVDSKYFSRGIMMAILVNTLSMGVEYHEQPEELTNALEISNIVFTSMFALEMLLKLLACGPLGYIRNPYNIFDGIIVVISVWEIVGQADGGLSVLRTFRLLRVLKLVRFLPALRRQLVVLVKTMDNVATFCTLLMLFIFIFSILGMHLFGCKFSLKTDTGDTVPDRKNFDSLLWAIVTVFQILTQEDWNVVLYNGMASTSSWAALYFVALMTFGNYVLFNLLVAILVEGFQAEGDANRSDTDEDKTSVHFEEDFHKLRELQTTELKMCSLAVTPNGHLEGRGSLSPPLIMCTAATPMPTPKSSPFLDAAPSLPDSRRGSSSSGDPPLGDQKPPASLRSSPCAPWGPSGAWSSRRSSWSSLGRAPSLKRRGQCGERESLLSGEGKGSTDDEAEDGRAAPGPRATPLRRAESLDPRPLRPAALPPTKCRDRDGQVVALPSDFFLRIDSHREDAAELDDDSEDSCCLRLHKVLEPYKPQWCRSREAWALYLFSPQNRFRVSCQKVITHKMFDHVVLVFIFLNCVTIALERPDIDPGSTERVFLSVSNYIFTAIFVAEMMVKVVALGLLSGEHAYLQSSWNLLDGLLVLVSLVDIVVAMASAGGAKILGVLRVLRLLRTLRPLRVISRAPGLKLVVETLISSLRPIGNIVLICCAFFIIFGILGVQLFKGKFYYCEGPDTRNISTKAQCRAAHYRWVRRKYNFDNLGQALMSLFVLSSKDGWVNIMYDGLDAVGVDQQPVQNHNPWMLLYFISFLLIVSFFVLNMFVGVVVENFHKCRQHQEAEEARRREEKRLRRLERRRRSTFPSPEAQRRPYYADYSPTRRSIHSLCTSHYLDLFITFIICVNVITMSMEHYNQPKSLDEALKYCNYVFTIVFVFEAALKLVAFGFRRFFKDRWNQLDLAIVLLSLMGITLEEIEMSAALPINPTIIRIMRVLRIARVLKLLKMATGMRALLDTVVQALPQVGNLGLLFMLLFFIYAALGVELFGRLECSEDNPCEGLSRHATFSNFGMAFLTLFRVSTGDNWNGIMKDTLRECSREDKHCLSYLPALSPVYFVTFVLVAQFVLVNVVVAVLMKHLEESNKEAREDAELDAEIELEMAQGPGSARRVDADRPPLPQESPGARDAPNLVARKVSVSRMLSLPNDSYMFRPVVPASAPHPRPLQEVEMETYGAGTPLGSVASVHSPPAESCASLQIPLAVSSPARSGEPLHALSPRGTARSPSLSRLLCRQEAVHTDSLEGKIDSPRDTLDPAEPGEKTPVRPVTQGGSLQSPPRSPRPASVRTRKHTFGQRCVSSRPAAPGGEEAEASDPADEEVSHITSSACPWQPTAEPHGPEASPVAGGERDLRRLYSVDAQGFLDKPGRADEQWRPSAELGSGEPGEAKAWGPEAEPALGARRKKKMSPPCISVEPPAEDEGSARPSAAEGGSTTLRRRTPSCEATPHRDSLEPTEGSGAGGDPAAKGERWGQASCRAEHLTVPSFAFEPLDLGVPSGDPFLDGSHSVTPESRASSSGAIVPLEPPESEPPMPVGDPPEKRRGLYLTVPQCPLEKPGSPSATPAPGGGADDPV
* = called active by the depositor.

SMILES | Cav3 T inh
COc1ccc(-n2c(SCc3ccc(C#N)cc3)nnc2-c2ccccn2)cc1 | 0.91
O=C(CSc1nnc(-c2c[nH]c3ccccc23)n1-c1ccc(F)cc1)NCc1ccco1 | -2.6
COc1ccc(CN2CCOCC2)cc1Br | -0.043
CCOc1ccccc1NC(=O)c1ccc(Cl)c(NC(=O)CC(c2ccccc2)c2ccccc2)c1 | -2.8
COCCNC(=O)C(c1cccs1)N(CCc1ccccc1)C(=O)Cn1nnc2ccccc21 (stereo not given) | -0.2
CCOC(=O)c1c(NC(=O)c2nn(CC)cc2Br)sc(C)c1C | -0.26
Cn1c(SCC(=O)NCc2ccco2)nnc1-c1c[nH]c2ccccc12 | 0.22
N#Cc1cc2c(nc1SCC(=O)Nc1sc3c(c1C#N)CCC3)CCCCCC2 | -1.7
C[C@@H](C(=O)NCc1ccccc1)[C@H]1C[C@]1(C)[C@H](NC(=O)OCc1ccccc1)c1ccccc1 | -1.6
COc1ccc(C2CC(=O)n3c(nc4ccccc43)S2)cc1OC (stereo not given) | -0.58
CCCCCCCCOC1OC(CO)C(O)C(O)C1NC(C)=O (stereo not given) | 0.2
CCOC(=O)c1cn(CC(=O)Nc2ccc3c(c2)OCCO3)nn1 | 0.58
Nc1c(N=Nc2cccc(Cl)c2)c(=O)[nH]n1-c1ccccc1 | 0.033
CC#CCc1cc2ccccc2c(=O)o1 | 0.65
CCC(=O)N(Cc1cc2cccc(C)c2[nH]c1=O)c1ccccc1OC | 0.15
O=C1CNC(=O)N1CC(=O)N1CCCc2ccccc21 | 1.1
Cc1cc(C)nc(SCC(=O)N/N=C\c2sccc2C)n1 | -2.3
CCCCN(C)S(=O)(=O)c1cc(Br)cc2c1N(C(=O)C1CC1)CC2 | -1.9
CC(/C=C/c1ccccc1)=N\NC(=O)c1ccncc1 | 0.87
c1ccc(-c2csc3ncnc(NCCCN4CCOCC4)c23)cc1 | 2.3
OC1CCCN(Cc2ccccc2)C1 (stereo not given) | 0.2
CC1CCCCC1NC(=O)C1CCN(C(=O)NC2CCCCC2)CC1 (stereo not given) | 0.74
Cc1onc(C(=O)N2CCC(C(N)=O)CC2)c1-c1ccccc1Cl | 0.0029
CSc1nc2ccccc2c(=O)n1N | -0.087
COC(=O)c1ccc(-c2nc3cc(N)ccc3o2)cc1 | -0.19
CC1=C(C(=O)Nc2ccccn2)C(c2ccc(N(C)C)cc2)n2ncnc2N1 (stereo not given) | 0.035
Cc1ccc(C(=O)c2c(NC(=O)c3ccccc3C)sc(C)c2C)cc1 | -0.24
CC1=C(C)CC(C(=O)c2ccc(C)cc2)C(C(=O)O)C1 (stereo not given) | -0.041
CC(C)C(=O)Nc1nnc(SCC(=O)NC2CC2)s1 | -1.5
O=C(C1CCN(S(=O)(=O)c2cnc[nH]2)CC1)N1CCc2ccccc2C1 | 0.79

Compounds shown so far that contain an aryl methoxy group:
SMILES | Cav3 T inh
COc1ccc(-n2c(SCc3ccc(C#N)cc3)nnc2-c2ccccn2)cc1 | 0.91
COc1ccc(CN2CCOCC2)cc1Br | -0.043
COc1ccc(C2CC(=O)n3c(nc4ccccc43)S2)cc1OC (stereo not given) | -0.58
CCC(=O)N(Cc1cc2cccc(C)c2[nH]c1=O)c1ccccc1OC | 0.15

Looked up one by one from the list above, 2 records:
SMILES | Cav3 T inh
Cc1cc(C)nc(SCC(=O)N/N=C\c2sccc2C)n1 | -2.3
O=C1CNC(=O)N1CC(=O)N1CCCc2ccccc21 | 1.1

Going on with the list.
SMILES | Cav3 T inh
NC(=O)/C(=C/c1ccco1)NC(=O)/C=C/c1ccccc1 | -0.09
CCC(C)N1CC(O)=C(c2nc3ccccc3[nH]2)C1=N (stereo not given) | 0.19
O=C(CN1CCN(Cc2ccccc2)CC1)NC(=O)NC1CCCCC1 | 0.14
CCCNS(=O)(=O)c1cccc2cccnc12 | 2.4
CCOC(=O)c1sc(=S)n(C)c1C | 0.8
Cc1cccc(N2CCCn3c2nc2c3c(=O)n(CCN3CCOCC3)c(=O)n2C)c1 | -0.4
CCC(=O)c1ccc(OCCN2CCOCC2)cc1 | 0.01
CCn1c(N)c(C(=O)NCc2ccco2)sc1=S | -0.024
Cc1cc(C(=O)NNC(=S)NCC(C)C)no1 | -0.05
CCOC(=O)CSc1nc2c(c(-c3ccc(C)o3)c1C#N)CCCC2 | -1.3
Cc1cc(C)c(S(=O)(=O)c2ccccc2)c(OC(=O)c2c(F)cccc2Cl)n1 | 1.5
Cc1cccc(N2C(=O)CC(SC(=Nc3ccccc3)Nc3ccccc3)C2=O)c1 (stereo not given) | -2.6
Cc1ccc(C(=O)NCCCn2ccnc2)o1 | 0.29
CC(=O)Nc1ccc(NC(=O)CSc2nnc(-c3ccco3)n2Cc2ccco2)cc1 | 0.57
Nc1nonc1N1CCCCC1 | 0.093
COC(=O)[C@@H](NC(=O)N(C1CCCCC1)C1CCCCC1)C(C)C | -2.1
CCOC(=O)c1ccccc1NC(=O)CN1C(=O)CCS(=O)(=O)c2ccccc21 | 0.76
O=C(O)CSc1ccccn1 | 0.5
COc1ccc(CCN(Cc2cc3cccc(C)c3[nH]c2=O)C(=O)NC2CCCCC2)cc1OC | 0.0062
CCOC(=O)c1cc(CC)sc1NC(=O)c1cc([N+](=O)[O-])ccc1N1CCOCC1 | -0.63
Cc1sc2nc(CN(CCc3ccccc3)C(=O)c3ccco3)[nH]c(=O)c2c1C | -0.53
O=C(CC1C(=O)NC2CCCCC2N1C(=O)c1ccc(F)cc1)Nc1ccccc1 (stereo not given) | -0.022
CCOC(=O)c1sc(NC(=O)c2ccc(C)s2)cc1C | -0.065
Cc1ccc(C)n1-n1c(C)nc2sc(-c3ccccc3)cc2c1=O | -1.3
C=CCOc1ccccc1CNn1nnnc1N | 0.31
O=C(CCC(=O)OCc1cccc(C(=O)Oc2ccccc2)c1)Nc1cccc2ccccc12 | -0.79
CC1(C)Cc2c(c(N3CCCCC3)[nH]c(=S)c2C#N)CS1 | 0.57
O=S(=O)(c1ccccc1)N1CCN(C2CCN(Cc3ccccc3)CC2)CC1 | 1.1
O=S(=O)(c1ccc(OCC(O)CN2CCCC2)cc1)N1CCOCC1 (stereo not given) | 0.81
O=C(OC(C(=O)NCc1ccc2c(c1)OCO2)c1ccc(Cl)cc1)c1ccco1 (stereo not given) | -3.7
O=C(Nc1cccc(C(=O)N2CCOCC2)c1)c1cncc(Br)c1 | 0.25
COc1ccc(CCN(C)C(=O)C2CCCN(Cc3ccc(OC)c(OC)c3)C2)cc1OC (stereo not given) | -0.0096
Clc1ccc2nc(N3CCCCC3)[nH]c2c1 | 2.1
O=C(COC(=O)Cc1cccc(C(F)(F)F)c1)NCC1CCCO1 (stereo not given) | -0.042
Cc1ccc(-c2nc(CCN3C(=O)c4ccccc4C3=O)cs2)cc1 | -0.81
Cc1ccccc1-c1nc2sc3c(c2c(=O)o1)CCC3 | -0.17
Cc1cccc(C)c1NC(=O)c1c(-c2ccccc2)noc1C | 2.3
CC(C)NC(=O)C12CC3CC(C1)CC(n1cnc(Cl)n1)(C3)C2 | 0.41
Cc1cccc(CNC(=O)c2ccccc2N)c1 | -1
Cn1c(SCC(=O)N2CCN(c3ccccc3)CC2)nnc1-c1ccncc1 | -0.08
CN(CC(=O)O)S(=O)(=O)c1cc(Cl)ccc1Cl | 0.37
c1ccc(-c2ccnc3nc(-n4cccc4)nn23)cc1 | 0.35
COc1ccc(-c2c(-c3ccsc3)oc3ccc(N4CCOCC4)cc23)cc1 | 0.33
Cc1nn(-c2ccccc2)c2sc(C(=O)n3cccn3)cc12 | -0.016
COc1ccc(-c2nnc(SCC(=O)N3CCOCC3)o2)cc1 | 0.72
Cc1cc(O)ccc1Nc1nc(-c2sc(N)nc2C)cs1 | 0.9
CN(C(=O)c1cc2sccc2n1C)C1CCCCC1 | -0.37
CC(=O)N1CCN(C(=O)Cn2c(=O)oc3ccccc32)CC1 | 1
O=C(NCc1cccc(F)c1)c1noc2c1CCCC2 | -0.76
Cn1c(C(C#N)C(=O)c2ccco2)nc2ccccc21 (stereo not given) | 1.1
CCN(CC)C(=O)CP(=O)(c1ccccc1)c1ccccc1 | -0.45
Clc1ccc(Sc2cc(N3CCOCC3)nc(-c3ccccc3)n2)cc1 | 0.12
CCOC(=O)c1c(NC(=O)CSc2nnc(CNc3ccc(C)cc3C)o2)sc(C)c1C | -1.7
Clc1ccc(SCc2cn3ccsc3n2)cc1 | -2.5
O=C(/C=C/Nc1ccc(OC(F)(F)F)cc1)C(F)(F)F | -0.1
Clc1ccc(CSc2nnc(-c3ccc4c(c3)OCO4)o2)cc1 | 0.34
CCOC(=O)c1ccc(NC(=O)c2ccccc2)cc1 | -0.93
Cc1ccc(SC(C)C(=O)Nc2ccc(S(=O)(=O)N3CCOCC3)cc2)cc1 (stereo not given) | -4.1
Cc1ccc2[nH]c3c(c2c1)CN(C(=O)CN1CCN(c2ccccc2F)CC1)CC3 | -1.1
CCOc1cc(/C=N/NC(=O)CNc2ccc(C)cc2)ccc1OC(=O)c1ccccc1 | -1.3

The list goes on:
SMILES | Cav3 T inh
COC(C(=O)Nc1ccccc1F)c1ccccc1 (stereo not given) | 0.74
CCOC(=O)C1CCCCN1Cc1cc(Cl)ccc1O (stereo not given) | -2.4
Cc1cc(C)c2c(c1)c(C)cc1nnc(SCC(=O)c3cccs3)n12 | -0.21
O=C(O)/C(=C1/OC(=O)c2ccccc21)c1ccccc1 | 0.19
CCOc1ccc(S(=O)(=O)NCc2ccco2)cc1 | 0.39
COCCSc1nnc(-c2cccc(C#N)c2)n1C | 1.5
C/C(N)=C(\C#N)C(=O)NCc1ccccn1 | -0.41
O=C(c1cccc(F)c1F)N1CCCC1 | 0.59
CC(C)C(c1nnnn1Cc1ccc(F)cc1)N1CCN(C(=O)c2ccco2)CC1 (stereo not given) | 0.63
Cc1cc(SCC(=O)c2ccc3c(c2)OCO3)nc2ccccc12 | 0.43
COC(=O)COc1ccc(S(=O)(=O)NCc2ccco2)cc1 | -0.11
Nc1nc2n(n1)C(c1cccs1)CC(c1ccc(F)cc1)N2 (stereo not given) | -0.81
COc1ccc(Nc2ncnc3c2cnn3Cc2ccccc2)cc1 | -0.29
N/C(=N\O)c1ccc(NC(=O)c2cccs2)cc1 | 3
Cc1cc[n+]2c3c(cccc13)CCC2 | 0.51
COc1ccc(OCCCC(=O)Nc2nncs2)cc1 | -0.027
CC(C)CCNC(=O)C(c1ccncc1)N(Cc1cccs1)C(=O)Cn1nnc(-c2ccc(F)cc2)n1 (stereo not given) | -7.4*
CCOC(=O)CSc1nc2cc(C)cc(C)c2cc1C#N | -0.89
Cc1cc2cc(CNC(=O)NC3CCCCC3)ccc2n1C | 1
Cc1nc(NC(=O)c2ccccc2)sc1C1(C)CC(c2ccccc2F)=NO1 (stereo not given) | -1
CCOC(=O)N1CCN(C(=O)CN(C2CCCCC2)S(=O)(=O)c2ccc(C)cc2)CC1 | 0.95
NS(=O)(=O)c1ccc(CCNC(=O)CCC2COc3ccccc3O2)cc1 (stereo not given) | -0.03
CCCOc1ccc(/C=N/O)cc1 | 0.13
COC(=O)c1ccccc1NC(=O)CN(C)S(=O)(=O)c1ccc(OC)c(C)c1 | -3.6
COc1nc(N(C)C)nc(-n2nnc(C(C)=O)c2C)n1 | -0.96
Cc1ccc(S(=O)(=O)Nc2cc(C(=O)N3CCOCC3)ccc2N2CCCCC2)cc1 | -2.9
Cc1nn(CC(=O)NNC(=S)Nc2ccccc2)c(C)c1[N+](=O)[O-] | 0.43
O=C(NCCC1=CCCCC1)C1CCN(C(=O)c2ccc(Cl)cc2)CC1 | -2.3
COc1ccc(CN(CCC#N)C(=S)NC(=O)c2ccccc2)cc1 | 2.6
C#CCNc1nc(C(C)C)nc2c1nnn2Cc1ccccc1F | -2.3

Some of the entries above in another layout:
Structure	Cav3 T inh
N#Cc1cc2c(nc1SCC(=O)Nc1sc3c(c1C#N)CCC3)CCCCCC2	-1.7
C[C@@H](C(=O)NCc1ccccc1)[C@H]1C[C@]1(C)[C@H](NC(=O)OCc1ccccc1)c1ccccc1	-1.6
COc1ccc(C2CC(=O)n3c(nc4ccccc43)S2)cc1OC (stereo not given)	-0.58
CCCCCCCCOC1OC(CO)C(O)C(O)C1NC(C)=O (stereo not given)	0.2

Additional entries follow.
SMILES | Cav3 T inh
C#CCOCCOCCOCCNc1nc(N2CCOCC2)nc(N2CCN(C(=O)[C@H](Cc3ccc(O)cc3)n3cc([C@@H](N)CC(C)C)nn3)CC2)n1 | 0.62
CS(=O)(=O)N(CCc1ccccc1)CC(=O)Nc1ccc(OCc2ccccc2)cc1 | -4.2*
Nc1ccc2nc3n(c(=O)c2c1)CCC3 | 0.26
COC(=O)c1ccc2c(=O)n(CC3CCCO3)c(SCC(=O)Nc3ccccc3OC)nc2c1 (stereo not given) | 0.11
Cc1cc(C(=O)CSc2nnc(C3COc4ccccc4O3)n2C)c(C)n1-c1ccc(F)cc1 (stereo not given) | -7.9*
O=C(CSc1nn(-c2ccc(F)cc2)c(=S)s1)NC(=O)NCc1ccco1 | -0.3
COc1cc(NC(=O)COC(=O)/C=C/c2c(C)nn(C3CCS(=O)(=O)C3)c2Cl)cc(OC)c1OC (stereo not given) | 0.85
O=C(CN1C(=O)COc2ccccc21)N(CCCN1CCOCC1)CC1CC=CCC1 (stereo not given) | 0.78
c1ccc2[nH]c(N3CCOCC3)nc2c1 | -0.77

A draw from above in order of count of non-hydrogen atoms, descending.
SMILES | Cav3 T inh
CC(=O)Nc1ccc(NC(=O)CSc2nnc(-c3ccco3)n2Cc2ccco2)cc1 | 0.57
c1ccc(-c2csc3ncnc(NCCCN4CCOCC4)c23)cc1 | 2.3
C=CCOc1ccccc1CNn1nnnc1N | 0.31

Only part of the results is shown; rates above refer to the full screens.
